Assay outcomes deposited in PubChem by several laboratories.
SDO1 yeast rescue: growth rescue of sdo1-depleted yeast, primary screen, S. cerevisiae, bone marrow failure model. 140,000 tested, 0.21% active. AID 817, 2007. z-score at 10 µM. S. cerevisiae sdo1-depleted JHY4D growth rescue, OD600 30 h; stronger effect = higher value; pdr5 snq2 efflux-pump mutant strain;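 active = z-score above 3 at both the 24 hr and the 30 hr optical density reads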;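 also: z-score against mean and SD of all compound wells on the same plate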
INS promoter inh: inhibitors of insulin promoter-driven GFP, primary screen, imaging, TRM-6 cells (human fetal islet line), eGFP reporter, cell count; reporter expression induced with tamoxifen; inhibition, % at 2 µM; 130,000 tested, 0.9% active;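 active = inhibition above the mean plus 3 SD, with well images judged a real hit on visual review, cut at about 60% in these data, passing the limit was not always enough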
SDO1 yeast rescue Rescue 24 h: further read-out of SDO1 yeast rescue, marked with its call; z-score; S. cerevisiae sdo1-depleted JHY4D growth rescue, OD600; measured here: growth rescue at 24 h;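 0 is the plate mean of compound wells and units are plate SD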
Starred values were filed as active, the others as inactive; i = inactive; · = no result given; & = joins results of further samples. This is a subset (hit frequency here may not be typical).

smiles,INS promoter inh,SDO1 yeast rescue Rescue 24 h,SDO1 yeast rescue
CSc1nnc(-c2ccccc2Cl)o1,-3,-0.88,-0.31
O=C(Nc1cccc(Br)c1)c1ccc2nc(N3C(=O)CCC3=O)sc2c1,17,-0.81,0.31
CCOC(=O)N1CCN(C(=O)COc2ccc(S(=O)(=O)NCC(C)C)cc2C)CC1,-25,0.03,0.23
O=C(NC1CC2CCCC(C1)N2C(=O)N1CCCCC1)C1CCCCC1 (stereo not given),-3,0.16,0.37
Cc1cc(CNC(=O)Cn2nc(C)c([N+](=O)[O-])c2C)c2ccccc2n1,27,·,·
CCOC(=O)c1c(NC(=O)CN2C(=O)c3ccccc3C2=O)sc(Cc2ccc3c(c2)OCO3)c1C,27,-0.02,0.51
COc1cccc(-c2ccc(C#N)c(OC(=O)c3ccc(Cl)cc3)n2)c1,-21,-0.63,-0.7
COc1ccc(S(=O)(=O)NC(CC(=O)NCc2ccccc2OC)c2ccco2)cc1 (stereo not given),·,2.2,1.8
COc1cccc(CC2CC(=O)N(c3ccc4c(C)cc(=O)oc4c3)C2=O)c1 (stereo not given),27,·,·
O=C1C=C(NCc2ccc(Cl)cc2)CC(c2ccco2)C1 (stereo not given),·,-1,-0.84
C/C(=N\NC(=O)CSc1nc2ccccc2c(=O)n1-c1ccccc1C)c1cccs1,11,-1,-0.84
Cc1c(C#N)c2ccccc2n1CC(=O)NCc1cccnc1,-19,0.54,0.89
COCCSc1nnc(NC(=O)C2CCCO2)s1 (stereo not given),·,1.6,1.3
COc1ccc(C(C(=O)NC2CCCCC2)N(CC2CCCO2)C(=O)CNC(=O)c2ccco2)cc1 (stereo not given),·,0.61,0.66
Cc1ccc(C)c(-n2c(-c3csc(C)c3C)n[nH]c2=S)c1,-15,-1.4,-1.8
O=C(Oc1nsnc1N1CCOCC1)N1CCCCC1,-22,·,·
CC(=O)/C=C(\C)Nc1c(C)n(C)n(-c2ccccc2)c1=O,-21,·,·
CC(=O)Nc1ccc(OC(=O)c2cc3cc(Br)ccc3oc2=O)cc1,·,-0.05,-0.42
CC1CCC/C(=N\NC(=O)Nc2ccccc2)C1 (stereo not given),25,-0.86,0.05
CC1=Nn2c(nnc2-c2cccs2)SC1,-8,0.58,0.53

4 of the compounds above, with each value named.
COc1ccc(C(C(=O)NC2CCCCC2)N(CC2CCCO2)C(=O)CNC(=O)c2ccco2)cc1 (stereo not given)
- INS promoter inh = ·
- SDO1 yeast rescue Rescue 24 h = 0.61
- SDO1 yeast rescue = 0.66
Cc1ccc(C)c(-n2c(-c3csc(C)c3C)n[nH]c2=S)c1
- INS promoter inh = -15
- SDO1 yeast rescue Rescue 24 h = -1.4
- SDO1 yeast rescue = -1.8
O=C(Oc1nsnc1N1CCOCC1)N1CCCCC1
- INS promoter inh = -22
- SDO1 yeast rescue Rescue 24 h = ·
- SDO1 yeast rescue = ·
CC(=O)/C=C(\C)Nc1c(C)n(C)n(-c2ccccc2)c1=O
- INS promoter inh = -21
- SDO1 yeast rescue Rescue 24 h = ·
- SDO1 yeast rescue = ·

Next compounds
smiles,INS promoter inh,SDO1 yeast rescue Rescue 24 h,SDO1 yeast rescue
CC1=CC(c2ccccc2)NC(=S)N1 (stereo not given),13,-0.2,0.28
CC1Cc2ccccc2N1C(=O)CSc1nnc2sc3ccccc3n12 (stereo not given),-21,-1.4,-1.9
O=C(COC(=O)c1cc2ccccc2o1)c1ccccc1,0,-1.2,-0.45
CCOc1ccc(C(C(=O)NC2CCCC2)N(CCCO)C(=O)c2ccc(-c3ccccc3)[nH]2)cc1 (stereo not given),-17,·,·
CN(C)/C=C/C1=CC(=O)CC(C)(C)C1,-45,·,·
COc1cccc(-c2ccc(C#N)c(OC(=O)c3c(Cl)cccc3Cl)n2)c1,20,-0.43&-0.99,-0.58&-1.2
CSCCC(NC(=O)CCN1C(=O)c2ccccc2C1=O)C(=O)O (stereo not given),-6,1.2,0.38
O=C(N/N=C/c1ccc(Br)cc1)c1ccccc1-n1cccc1,-6,-0.19,-0.87
Cc1cc(C(=O)CSc2nnc(-c3ccccc3)n2-c2ccccc2)c(C)n1-c1ncn[nH]1,·,-0.55,-0.01
O=C(Cc1cccc2ccccc12)NNC(=O)Nc1cccc(Cl)c1,43,-0.32,-0.33
COc1ccc(NC(=O)c2c3c(nc4ccccc24)CCC3)cc1,0,1.8,0.48
Cc1ccccc1N(C(=O)Cn1nnc(-c2ccc(F)cc2)n1)C(C(=O)NC(C)(C)C)c1ccncc1 (stereo not given),15,·,·
O=C(CN(Cc1ccccc1)C(=O)CCC(=O)Nc1ccccn1)NCc1ccco1,·,0.92,0.83
Cc1cc(=O)oc(C)c1C(=O)NCCc1ccc(F)cc1,13,0.28,1.7
COc1ccccc1-n1c2nc3ccccc3nc2c2c(=O)n(-c3cc(C)cc(C)c3)cnc21,·,0.34,0.25
O=C(Nc1ccccc1C(=O)N1CCCCCC1)c1ccc(Cl)cc1,-93,·,·
Cc1ccc(S(=O)(=O)CC(CN2CCOCC2)N2CCOCC2)cc1 (stereo not given),50,·,·
CCCCn1c(SCC(=O)OCC)nc2c1c(=O)[nH]c(=O)n2C,·,-0.16,0.28
O=C(CSc1nnc2c(Cl)cc(C(F)(F)F)cn12)Nc1ccc2c(c1)OCO2,·,0.33,0.72
NS(=O)(=O)c1ccc(CCNC(=O)CN2CCN(c3ccccc3O)CC2)cc1,·,0.49,0.99
CCN(CC)S(=O)(=O)c1ccc2[nH]cc(C(=O)NCCCN3CCCCC3C)c(=O)c2c1 (stereo not given),·,0.39,0.42
COc1ccc(NC(=O)NCc2cccnc2)cc1OC,-400,-0.22,-0.35
CC(NC(=O)OCc1ccccc1)C(=O)Oc1cc2oc(=O)cc(-c3ccccc3)c2cc1Cl (stereo not given),12,-0.34,-0.91
CN(CC(=O)Nc1ccccc1F)CC(=O)Nc1ccccc1Br,36,·,·
Cn1nnnc1Sc1ncnc2scc(-c3ccccc3)c12,·,-0.05,-0.89
C#CCOCCOCCOCCNc1nc(N2CCN(C(=O)[C@H]([C@@H](C)CC)n3cc(CCCN=C(N)N)nn3)CC2)nc(N2CCN(C(=O)[C@H]([C@@H](C)CC)n3cc(CCCN=C(N)N)nn3)CC2)n1,50,0.4,0.49
COc1ccccc1NC(=O)CSc1nnc(Cn2c(=O)sc3ccccc32)n1C,·,2.4,1.4
COC(=O)c1cn[nH]c1NC(=S)Nc1ccc(Cl)c(Cl)c1,14,1.1,-0.31
O=C(c1ccc(N2CCCCC2)c([N+](=O)[O-])c1)N1CCOCC1,-25,0.2,0.46
Cc1cc(Cl)c(S(=O)(=O)N2CCCC2)cc1OCC(=O)NC1CCCCC1,3,-0.81,-0.6
C=COCCNC(=O)Nc1ccc(Cl)c(Cl)c1,57,0.87,0.36
CCCOc1cccc(C(=O)N(Cc2ccco2)C2CCS(=O)(=O)C2)c1 (stereo not given),-52,1.1,0.48
COCCn1c(=S)[nH]c2cc(C(=O)N3CCc4ccccc4C3)ccc2c1=O,-20,·,·
CS(=O)(=O)n1nc(C(=O)N2CCOCC2)nc1N,-11,-0.6,0.72
C/C(=N\NC(=O)c1ccc(NS(=O)(=O)c2cccs2)cc1)c1ccncc1,-40,·,·
Cn1c(CN2CCCCC2)c(C#N)c2ccccc21,6,0.2,0.98
CCOC(=O)N1CCN(C(=O)CCN2C(=O)COc3ccc(C)cc32)CC1,32,0.95,0.98
Cc1cc(C)cc(NC(=O)CC2NCCNC2=O)c1 (stereo not given),·,-0.21,0.26
NC(=O)c1ccsc1NC(=O)C1CCCN1S(=O)(=O)c1ccc(Cl)cc1 (stereo not given),-27,-0.82,-0.39
COc1cccc(NC(=O)c2oc3ccccc3c2NC(=O)c2ccc3c(c2)OCO3)c1,25,-0.52,-0.81
Cc1cccc2c1[nH]c1nc(N/N=C\c3ccco3)nnc12,-11,1.4,1.2
COc1ccc(CCN2C(=O)CS/C2=N\NC(=O)c2ccc(C(C)(C)C)cc2)cc1OC,-97,0.11,-0.19
Cc1cccc(C2NC(=O)c3c(sc(C)c3C)N2)c1O (stereo not given),53,-0.73,-0.2
Cc1ccc(OCc2nnc(SCc3ccc(C#N)cc3)n2-c2ccc(C)cc2)cc1,-28,-0.66,-0.71
COCCCNS(=O)(=O)c1ccc(OC)c(Cl)c1Cl,-134,0.45,0.99
Cc1cc(Cl)ccc1OCC(=O)N1CCN(c2ncccn2)CC1,56,·,·
CCOC(=O)C1=C(C(C)=O)C(c2cccnc2)C(C#N)=C(N)O1 (stereo not given),6,-0.02,0.82
COC(=O)c1cc(C(=O)Nc2nnc(CC(C)(C)C)s2)cc([N+](=O)[O-])c1,0,0.32,-0.01
CCCCC(=O)Nc1nn(CC(C)C)c2nc3ccccc3cc12,-16,-0.63,-2.1
O=C(Nc1sc2c(c1C(=O)N1CCOCC1)CCCCC2)c1cccnc1,9,·,·
Cc1ccc(NC(=O)c2cc(S(=O)(=O)Nc3ccc(C)cc3)cs2)cc1,-7,·,·
CCOC(=O)c1c(NC(=O)CSc2nnc(C)s2)sc2c1CCN(C)C2,-62,0.28,0.06
O=C1CC(C(=O)Nc2cccc3ccccc23)C2(CCCC2)O1 (stereo not given),22,-0.5,-0.3
O=C(NCCCCC(NC(=O)c1ccc([N+](=O)[O-])cc1)C(=O)O)c1ccc([N+](=O)[O-])cc1 (stereo not given),24,0.18,0.39
COC(=O)c1ccc(N/C=C\C(=O)c2ccc3c(c2)OCO3)cc1,50,·,·
O=C(Nc1ccccc1)NC1(C(=O)N2CCN(c3ncccn3)CC2)CCCCC1,·,-0.78,0.08
COc1cc2c3nnc(-c4ccc(F)cc4)c-3cn(Cc3ccccc3F)c2cc1OC,i,·,·
CCOC(=O)c1cnc(SCc2ccc(C(C)(C)C)cc2)nc1N,i,0.57,0.46
Cc1nnsc1S(=O)(=O)Cc1ccccc1Cl,·,-0.13,-0.21
Cc1ccc(C)c2sc(NC(=O)c3ccc(N4CCCCC4)c([N+](=O)[O-])c3)nc12,·,-0.04,-0.35

(further entries)
smiles,INS promoter inh,SDO1 yeast rescue Rescue 24 h,SDO1 yeast rescue
CCn1c(C(C#N)/C(=N\S(=O)(=O)c2cccs2)c2ccccc2)nc2ccccc21 (stereo not given),7,-0.87,-1.7
CC(=O)Oc1ccc(/C=N/NS(=O)(=O)c2ccccc2)cc1,50,·,·
CN1CC=C2C(C#N)=C(N)C(C#N)(C#N)C(CCc3ccccc3)C2C1 (stereo not given),-212,-0.79,-0.01
CN(CCO)c1cc(NCCCN2CCC(Cc3ccccc3)CC2)c2nonc2c1[N+](=O)[O-],-67,·,·
COc1ccc(N2C(=O)C3C(c4ccc(OC)cc4O)NC(Cc4ccccc4)(C(=O)O)C3C2=O)cc1 (stereo not given),35,·,·
CC(C)NC(=O)NC(=O)CSc1nnc(-c2ccccc2F)n1N,-18,·,·
COc1ccc(S(=O)(=O)NCc2ccccn2)c(Cl)c1Cl,-26,-0.82,-0.42
O=C(CNC(=O)c1ccccc1)NC1(C(=O)NC2CCCCC2)CCCCC1,0,·,·
COc1ccc(S(=O)(=O)N(CC(=O)NCc2ccco2)c2ccccc2)cc1,-27,0.73,0.36
Cc1ccc(S(=O)(=O)Nc2cc(Cl)c(O)cc2C)cc1,-9,-0.32,-0.44
CCOC(=O)c1c(C)[nH]c2cc(Br)c(OC)cc12,·,-1.1,-1.4
CCSc1nnc(-c2cccnc2)n1-c1ccc(Cl)c(C)c1,14,0,-0.05
Cc1ccc(C(c2nnnn2C(C)(C)C)N2CCC(C)CC2)cc1 (stereo not given),-238,-0.7,-0.53
O=C(N/N=C/c1ccco1)c1cc(-c2cccc(Br)c2)nc2ccccc12,50,-2,-1.8
COc1ccc(CCNC(=O)CC2COc3ccccc3O2)cc1OC (stereo not given),10,0.38,-0.05
COCCNC(=O)Cn1nc(C)c2ccccc2c1=O,32,0.09,0.1
O=S(=O)(Nc1ccc(S(=O)(=O)N2CCCCCC2)cc1)c1cccs1,86*,-0.63,-1.3
COc1ccc(/C=C(\C#N)C(=O)OCC(=O)Nc2c(C)cccc2C)cc1,-56,1.1,1.2
Cc1cccc(N2C(=O)c3cccc4c(N5CCCCC5)c([N+](=O)[O-])cc(c34)C2=O)c1C,-39,-0.03,-0.32
CCCNC(=O)CCn1c(-c2ccc(C)cc2)cc(C(=O)OCC)c1C,-80,-0.34,-1.2
Cc1cc2c(cc1C)N(C(=O)CSc1nncn1C)C(C)(C)c1ssc(=S)c1-2,-85,-1.2,-0.6

Two entries drawn at random from those above, as already listed:
smiles,INS promoter inh,SDO1 yeast rescue Rescue 24 h,SDO1 yeast rescue
COc1ccc(S(=O)(=O)NCc2ccccn2)c(Cl)c1Cl,-26,-0.82,-0.42
Cc1cc2c(cc1C)N(C(=O)CSc1nncn1C)C(C)(C)c1ssc(=S)c1-2,-85,-1.2,-0.6

As entered above.
`O=C(N/N=C/c1ccco1)c1cc(-c2cccc(Br)c2)nc2ccccc12` | INS promoter inh = 50
`COc1ccc(S(=O)(=O)N(CC(=O)NCc2ccco2)c2ccccc2)cc1` | INS promoter inh = -27
`COc1ccc(CCNC(=O)CC2COc3ccccc3O2)cc1OC` (stereo not given) | SDO1 yeast rescue = -0.05
`O=S(=O)(Nc1ccc(S(=O)(=O)N2CCCCCC2)cc1)c1cccs1` | SDO1 yeast rescue Rescue 24 h = -0.63
`Cc1cc2c(cc1C)N(C(=O)CSc1nncn1C)C(C)(C)c1ssc(=S)c1-2` | SDO1 yeast rescue = -0.6
`CCCNC(=O)CCn1c(-c2ccc(C)cc2)cc(C(=O)OCC)c1C` | SDO1 yeast rescue Rescue 24 h = -0.34
